Abeta yeast res: A-beta toxicity reversal in yeast; yeast expressing A-beta42, growth rescue, OD600, 48 h; response scale: 0% DMSO, 100% iron-clioquinol control; hit rate 0.063% among 410,000; Potency, µM (titrated, usually from 46.1 µM), for inactives: top-dose growth rescue, actives largely listed as activators; AID 1347071; also: potency is read from the fitted curve at half-maximal effect; nearly all actives have a fitted effect of over 55% in size
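Yeast growth medium received pinned compounds, then yeast cells expressing toxic A-beta were added; plates incubated at 30 C for 48 hr. Growth read as absorbance at 600 nm, normalized to DMSO and equimolar FeCl3 plus clioquinol controls.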
PLK1 PBD inh: blocks phosphopeptide binding to human PLK1 polo-box domain. Plk1 PBD binding of FITC phosphopeptide, fluorescence polarization. Potency, µM, without a hit: max response, negative = inhibition, most hits filed as inhibitors. hit rate 2.8% among 360,000. P53350; also: potency is read from the fitted curve at half-maximal effect; series mostly up to about 57 µM; % is scaled to controls: 0 for no effect and ±100 for the full control effect; nearly all actives have a fitted effect of over 65% in size
Target sequence (P53350 whole entry, looked up, the tested form may be a part): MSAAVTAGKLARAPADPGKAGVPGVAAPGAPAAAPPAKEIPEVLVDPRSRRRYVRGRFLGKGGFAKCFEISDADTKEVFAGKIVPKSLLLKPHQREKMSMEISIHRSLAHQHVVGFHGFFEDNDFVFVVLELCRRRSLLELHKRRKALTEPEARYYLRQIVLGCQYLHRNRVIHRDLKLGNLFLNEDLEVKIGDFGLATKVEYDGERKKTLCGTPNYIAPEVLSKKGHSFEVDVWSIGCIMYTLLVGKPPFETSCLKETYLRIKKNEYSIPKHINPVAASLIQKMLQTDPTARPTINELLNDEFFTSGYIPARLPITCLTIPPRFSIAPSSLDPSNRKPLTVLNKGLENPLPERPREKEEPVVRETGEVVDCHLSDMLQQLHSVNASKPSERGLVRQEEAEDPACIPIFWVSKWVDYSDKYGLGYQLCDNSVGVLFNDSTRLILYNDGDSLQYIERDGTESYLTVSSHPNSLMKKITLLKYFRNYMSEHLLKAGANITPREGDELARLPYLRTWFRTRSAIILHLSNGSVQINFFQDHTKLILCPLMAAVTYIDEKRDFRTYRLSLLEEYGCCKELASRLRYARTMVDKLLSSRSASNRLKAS
EPAC1 ag: agonists of human EPAC1. O95398. EPAC1 agonist qHTS, biochemical assay; response scale: 100% = response to 6.5 mM cAMP. Potency, µM (highest dose often 154 µM), inactives show top-dose activation, most hits filed as activators. hit rate 0.073% among 360,000; also: potency is read from the fitted curve at half-maximal effect; nearly all actives have a fitted effect of over 60% in size
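Nucleotide exchange assay: 100 nM EPAC1 with 250 nM Rap1B loaded with BODIPY-GDP and 50 uM GDP, room temperature. Fluorescence (480/540 nm) read every 5 min for 30 min; signal change normalized to 6.5 mM cAMP as full agonist.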
FUS yeast rescue: FUS proteinopathy suppression in yeast; S. cerevisiae FUS-expressing, growth rescue, OD600, 24 h; Potency, µM (top dose mostly 76.6 µM), for the others: at the highest dose growth rescue (activation), usual class: activators; hit rate 0.24% among 390,000;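 also: potency is read from the fitted curve at half-maximal effect; plate controls were DMSO vehicle for no effect and reference control for full effect; nearly all actives have a fitted effect of over 55% in size; some results filed as inactive show a strong effect at the top dose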
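Quantitative HTS measuring growth restoration of FUS-toxic yeast. Galactose-induced cells (OD 0.005) were exposed 24hr at 30C to compounds at several concentrations, then absorbance at 600 nm was recorded.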
IL2 activator: IL-2 activation; IL-2 activation reporter assay, cell-based qHTS; stimulated with anti-CD3/CD4/CD28 beads; in transgenic mouse T cells; activation, % (series mostly up to about 46 µM); hit rate 0.065% among 360,000; AID 652025; in the data active = activation above about 50%; inconclusive = mostly about 30% to 49%; also: 0% is about no effect
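Quantitative HTS in unstimulated transgenic mouse T cells, with memory T cells as non-tolerant control and PMA/ionomycin as tolerance-bypass control. Compound pretreatment lasted 60 minutes before 18 h bead stimulation; EGFP/DsRed fluorescence read.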
PI5P4K alpha inh: inhibitors of human PI5P4K alpha; hit rate 1.2% among 330,000; PI5P4Kalpha enzyme, ADP-Glo luminescence, 60 min; hits give low values; P48426; max response, %; active = max response of -50% or lower; inconclusive = between -30% and -50%; inactive = -30% or higher; also: value at the top dose of about 77 µM; % is scaled to controls: 0 for no effect and ±100 for the full control effect
Target sequence (P48426 whole entry, looked up): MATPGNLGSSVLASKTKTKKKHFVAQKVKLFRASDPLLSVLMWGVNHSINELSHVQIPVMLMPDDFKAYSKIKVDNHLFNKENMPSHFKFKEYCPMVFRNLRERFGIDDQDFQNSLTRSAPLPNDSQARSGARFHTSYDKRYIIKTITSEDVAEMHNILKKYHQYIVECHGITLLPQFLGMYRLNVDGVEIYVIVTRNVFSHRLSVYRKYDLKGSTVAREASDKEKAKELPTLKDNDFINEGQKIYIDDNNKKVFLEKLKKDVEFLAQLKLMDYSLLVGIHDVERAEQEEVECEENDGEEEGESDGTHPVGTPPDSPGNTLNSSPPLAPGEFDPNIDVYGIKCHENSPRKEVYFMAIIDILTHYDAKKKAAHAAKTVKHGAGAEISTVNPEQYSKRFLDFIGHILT
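Compounds were pin-transferred onto PI5P4Kalpha and substrate in HEPES pH 7.4 buffer with EGTA, CHAPS and 5% DMSO. ATP (5 microM final) started the reaction, which ran 60 minutes at room temperature before ADP-Glo detection.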
WRN inhibitor: blocks human WRN helicase; hit rate 0.46% among 360,000; Potency, µM (series often up to 114 µM), for inactives: at the top dose activity change, negative = inhibition, usual class: inhibitors; WRN helicase unwinding, fluorescent forked duplex, kinetic; also: potency is read from the fitted curve at half-maximal effect; % is scaled to controls: 0 for no effect and ±100 for the full control effect; nearly all actives have a fitted effect of over 55% in size
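Fluorescence dequenching readout, ex 525 nm/em 598 nm, kinetic mode: forked duplex DNA (100 nM final) with adjacent fluorophore and quencher unwound by WRN (20 nM final) with 2 mM ATP. Compound preincubation 15 min, room temperature.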
EPAC1 antag: antagonists of human EPAC1. EPAC1 GEF assay, Rap1b-BODIPY-GDP exchange fluorescence. hit rate 0.14% among 360,000. O95398. Potency, µM (titrated, usually from 115 µM), for inactives: top-dose activity change, negative = inhibition, usual class: inhibitors;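 also: potency is read from the fitted curve at half-maximal effect; plate controls were vehicle for no effect and positive control for full effect; nearly all actives have a fitted effect of over 50% in size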
The depositor's hits bear a star; ? = inconclusive; . = not tested or not shown; [ ] = another dose, or the depositor's remark. Unless noted, calls follow the shape of the dose curve; as a rule, active = well fitted curve in the direction sought with a large enough effect; inconclusive = small, poorly fitted or top-dose-only effect, or another doubt; inactive = no such curve, though single readings can be large; an effect the other way counts as inactive or inconclusive.

#	SMILES	Abeta yeast res	PLK1 PBD inh	EPAC1 ag	FUS yeast rescue	IL2 activator	PI5P4K alpha inh	WRN inhibitor	EPAC1 antag
1	Cc1cc(Cl)ccc1OCC(=O)NNC(=O)C1CSC2(C)CCC(=O)N12 (stereo unspecified)	5%	5%	4%	2%	1.0	1	1%	-20%
2	COc1ccc(CN(C(=O)CNC(=O)c2ccco2)C(C(=O)NCC2CCCO2)c2ccc(OC)c(OC)c2)cc1 (stereo unspecified)	-3%	-4%	0%	13%	2.8	-8	1%	0%
3	Nc1cc2c(cc1Br)[nH]c(=O)c1ccccc12	0%	-2%	2%	.	-5.0	?	-15%	3%
4	CCN1CCN(c2ccc(N3CCN(S(=O)(=O)c4ccc(C)c([N+](=O)[O-])c4)CC3)nn2)CC1	3%	-9%	1%	6%	-2.8	1	0%	-4%
5	COC(=O)CCC(=O)N1CCCC(C(=O)c2ccc(Cl)cc2C)C1 (stereo unspecified)	3%	-6%	4%	3%	0.4	5	2%	-4%
6	Cc1cccc(NC(=O)CSc2ccc(-c3ccc4c(c3)OCO4)nn2)c1C	6%	1%	-3%	-8%	1.2	1	5%	12%
7	COc1ccc(NC(=O)c2sc(=O)n(Cc3ccc(F)c(Cl)c3)c2C)cc1OC	3%	3%	3%	8%	-0.9	-4	0%[57.1 µM]	-23%
8	O=C(Cn1c(=O)oc2ccccc21)Nc1cccc(Cl)c1	-4%	6%	-7%	-15%	-2.0	0	11%	13%
9	O=C(NCc1ccccn1)C1Nc2ccc(C(F)(F)F)cc2C2C=CCC12 (stereo unspecified)	7%	-11%	0%	4%	-1.1	?	-5%	-19%
10	COc1ccc(-c2cc(C(F)F)n3ncc(C(=O)N4CCN5CCCC5C4)c3n2)cc1 (stereo unspecified)	28%	-2%	1%	25%	0.3	5	3%	-2%
11	CCc1ccc(N(CC(=O)Nc2ccccc2C(=O)N2CCCC2)S(C)(=O)=O)cc1	5%	-4%	6%	.	-0.8	7	-15%	-11%
12	Cn1cc([N+](=O)[O-])c(C(=O)n2cccn2)n1	-7%	-15%	-3%	20%	-1.1	5	1%	-18%
13	Cc1nn(Cc2cccc(C(=O)O)c2)c(C)c1[N+](=O)[O-]	1%	2%	-14%	5%	-4.8	2	-1%	-13%
14	O=C1CCC/C(=N/NC(=O)c2ccc(CN3c4cccc5cccc(c45)S3(=O)=O)cc2)C1	9%	2%	3%	?	0.1	-22	-19%	20%
15	N#C/C(=C\c1cccs1)C(=O)Nc1ccccn1	-8%	-11%	4%	20%	1.7	-8	-5%	-3%

Shown with one line to a screen: part of the list above.
13	Cc1nn(Cc2cccc(C(=O)O)c2)c(C)c1[N+](=O)[O-]
8	O=C(Cn1c(=O)oc2ccccc21)Nc1cccc(Cl)c1

compound no.	13	8
Abeta yeast res	1%	-4%
PLK1 PBD inh	2%	6%
EPAC1 ag	-14%	-7%
FUS yeast rescue	5%	-15%
IL2 activator	-4.8	-2.0
PI5P4K alpha inh	2	0
WRN inhibitor	-1%	11%
EPAC1 antag	-13%	13%

Results in PI5P4K alpha inh and WRN inhibitor, for 3 of the compounds above:
no. | Structure | PI5P4K alpha inh | WRN inhibitor
11 | CCc1ccc(N(CC(=O)Nc2ccccc2C(=O)N2CCCC2)S(C)(=O)=O)cc1 | 7 | -15%
12 | Cn1cc([N+](=O)[O-])c(C(=O)n2cccn2)n1 | 5 | 1%
13 | Cc1nn(Cc2cccc(C(=O)O)c2)c(C)c1[N+](=O)[O-] | 2 | -1%

Next part.
#	SMILES	Abeta yeast res	PLK1 PBD inh	EPAC1 ag	FUS yeast rescue	IL2 activator	PI5P4K alpha inh	WRN inhibitor	EPAC1 antag
16	Cc1ccc(S(=O)(=O)NCCC(=O)NCCOc2ccccc2)cc1	17%	-6%	5%	-9%	-3.9	9	0%	7%
17	COc1cccc(OC)c1C(=O)N=c1sc2cc(S(C)(=O)=O)ccc2n1C	7%	-7%	0%	20%	-0.1	2	1%	-3%
18	O=C(Nc1ccsn1)c1ccc(Cl)cc1Cl	-3%	-10%	1%	-27%	-0.5	4	-2%	2%
19	CCOC(=O)C1=CCN(S(=O)(=O)c2ccc(C)cc2)C1c1cccc(C)c1 (stereo unspecified)	3%	3%	-6%	22%	-0.9	0	-8%	-17%
20	Cn1cccc1Cc1nnc(SCC(=O)N2CCCCCC2)n1-c1ccc(F)cc1	9%	-6%	2%	43%	-0.5	1	3%	-5%
21	CC(C)(C)c1ccc(C(=O)Nc2ncn[nH]2)cc1	-1%	5%	-8%	-2%	-0.9	0	-1%	6%
22	COc1ccc(C(CC(=O)NC(C)c2ccc(-c3ccccc3)cc2)NC(C)=O)cc1 (stereo unspecified)	-11%	-8%	-16%	?	0.0	0	-1%	-7%
23	CCOC(=O)N=S(N)(=O)c1ccc(Cl)cc1 (stereo unspecified)	15%	11µM*	2%	-13%	-0.5	?	-8%	6%
24	O=C(COc1ccc(Cl)cc1)N(Cc1cccs1)C1CCS(=O)(=O)C1 (stereo unspecified)	-7%	-2%	-18%	8%	0.6	2	-8%	-2%
25	CS(=O)(=O)c1ccc(C(=O)Nc2ccc(N3CCCC3)cc2)c(Cl)c1	-4%	-10%	8%	-3%	-0.4	0	3%	-3%
26	COc1ccc(C(NC(=O)C2CCN(CCOc3ccc(Cl)cc3)CC2)c2cccs2)cc1 (stereo unspecified)	-10%	-6%	5%	23%	-0.4	18	2%	-6%
27	Cc1ccccc1OCCCC(=O)Nc1ccc(N2CCOCC2)cc1	-5%	-11%	8%	8%	-1.7	.	-5%	-1%
28	CCOc1ccc(NC(=O)CC2C(=O)Nc3ccccc3N2C(=O)c2ccccc2)cc1 (stereo unspecified)	-3%	-6%	-3%	9%	-0.7	-2	5%	-8%
29	COc1ccc(N2C(=O)CSC23C(=O)N(CC(=O)NC2CCCC2)c2ccccc23)cc1 (stereo unspecified)	0%	-1%	9%	7%	-3.1	-2	-3%	?
30	CSc1nnc(N(CCC#N)CCC#N)s1	12%	-4%	1%	1%	0.0	1	7%	16%
31	COc1ccc([N+](=O)[O-])cc1NC(=O)c1ccc(CN(c2ccccc2)S(C)(=O)=O)cc1	?	4%	-3%	.	-0.3	9	-20%	-3%
32	O=C(NCCc1cccc(F)c1)[C@@H]1CSC2c3ccccc3C(=O)N21 (stereo partly specified)	3%	?	-9%	19%	1.7	4	-3%	-29%
33	Cc1ccc(S(=O)(=O)N2CCN(C(=O)COC(=O)CSc3ccc(C)c(C)c3)CC2)c(C)c1	13%	-2%	0%	9%	-0.2	8	-8%	-5%
34	O=C(Nc1ccc(S(=O)(=O)Nc2ncccn2)cc1)c1ccc(Br)s1	-8%	-10%	7%	12%	-2.1	.	-10%	-11%
35	CC(C)OC(=O)CSc1nnc(COc2ccc([N+](=O)[O-])cc2)n1C	1%	-7%	1%	-4%	-0.2	5	-4%	-6%
36	O=C1CN(C(=O)COC(=O)c2cc(Cl)ccc2[N+](=O)[O-])c2ccccc2N1	-8%	-8%	-4%	9%	-1.0	-1	3%	9%
37	O=C(CNc1ccccc1)Nc1ccc(F)cc1	-16%	-8%	7%	?	-1.0	.	2%	8%
38	C=CCc1cccc2cc(C(=O)OCC)c(=O)oc12	-22%	-5%	-3%	-2%	-2.3	5	3%	0%
39	COc1ccc(/C=C/C(=O)NC2CCN(Cc3ccccc3)CC2)cc1OC	-2%	-5%	0%	13%	-0.1	0	-2%	3%
40	Cc1ccc2c(c1)N(C(=O)CCC(=O)N1CCOCC1)CCO2	1%	-4%	1%	-30%	-0.6	-6	1%	-11%
41	Cc1ccc(NC(=O)c2ccc(OC(=O)C(C)Oc3ccc(Cl)cc3C)cc2)cc1 (stereo unspecified)	-8%	-5%	5%	-14%	0.0	3	8%	-16%
42	CC(C)C[C@H](NC(=O)Nc1cccc(Cl)c1)C(=O)O	19%	-1%	3%	-19%	-0.9	-4	0%	4%
43	CC1Cn2c(Cc3ccccc3)nnc2S1 (stereo unspecified)	-11%	6%	-2%	-19%	-0.5	5	2%	-4%
44	CCOC(=O)Nc1oc2ccccc2c(=O)c1CN1CCOCC1	-14%	-5%	4%	-3%	-0.1	-2	-3%	-9%
45	Cc1cc(C(=O)N/N=C/c2ccc([N+](=O)[O-])s2)c2ccccc2n1	2%	-14%	5%	15%	-4.4	4	8%	-10%
46	Cc1ccsc1C(=O)NC1CCCCC1C (stereo unspecified)	-12%	-3%	-17%	-2%	-0.6	-8	1%	13%
47	CCOC(=O)[C@]12CCC=C1N(Cc1cccc3ccccc13)C(=O)[C@H](CC(=O)N1CCN(C(=O)c3ccco3)CC1)C2	-7%	-9%	6%	?	0.1	4	3%	-14%
48	COc1ccccc1C(=O)NCc1ccc2c(c1)OCO2	-8%	-3%	-3%	2%	-1.6	.	-5%	24%
49	O=C1CCC([N+](=O)[O-])C(c2cccc(Br)c2)N1 (stereo unspecified)	10%	5%	-5%	.	-2.6	-3	-3%	-4%
50	COc1ccc(C2/C=C\CN(C(=O)NC34CC5CC(CC(C5)C3)C4)CC(=O)N2Cc2ccc(F)cc2)cc1 (stereo unspecified)	-20%	-13%	-4%	?	0.7	2	-2%	-7%
51	COc1ccc2c(COC(=O)c3n[nH]c4ccccc34)cc(=O)oc2c1	-5%	3%	-2%	23%	1.2	-16	-13%	10%
52	O=C(Cn1c(=O)n(-c2ccccc2)c(=O)c2sccc21)NCc1ccccc1	11%	2%	6%	-14%	1.6	6	0%	7%
53	CCC(=O)Nc1ccnc(-c2cccnc2)n1	-8%	-6%	5%	16%	-2.5	.	12%	18%
54	COc1cccc(=O)c2c(C)n(-c3ccc(C(=O)O)cc3)c(C)c12	-1%	-29%	4%	3%	-0.5	-3	?	1%
55	CC1=C(n2nnc([N+](=O)[O-])n2)C(c2cccnc2)C(C#N)=C(N)O1 (stereo unspecified)	-18%	11%	5%	.	-5.9	-4	-7%	-1%
56	C[C@@H]1CN([C@@H](C)CO)C(=O)CCCn2nncc2CO[C@H]1CN(C)Cc1ccccc1	-4%	0%	8%	-27%	0.3	-2	-1%	-16%
57	CC1CCCN(c2ccc(C(=O)OCn3nnc4ccccc4c3=O)cc2[N+](=O)[O-])C1 (stereo unspecified)	27%	-11%	9%	3%	-1.4	1	-7%	9%
58	CN(C[C@H](Cc1ccccc1)N(CCN(CCc1ccccc1)N=O)N=O)N=O	0%	-5%	5%	22%	0.0	-4	-8%	-22%
59	COc1ccc(C2c3ccc4ccccc4c3Oc3ncn(CCCO)c(=N)c32)cc1OC (stereo unspecified)	-13%	-2%	5%	47%	-1.5	1	25%	-28%

Source: PubChem

Compounds as they come, and some 4.1% of all compounds hit somewhere here.
